Bioassay records deposited in PubChem BioAssay by several laboratories.
GC-A act: GC-A stimulated cGMP production enhancers – HEK293 GC-A cells, cGMP TR-FRET, EC30 ANP, primary screen | activation, % at 10 µM | 370,000 compounds, 0.14% hits | Atrial natriuretic peptide receptor 1 (Homo sapiens), P16066 | AID 1671463, 2021 | 0% at EC30 ANP, 100% saturating ANP; in the data active = activation above about 40%
GAA850 FXN act: FXN promoter activators, primary screen, cell-based, luciferase luminescence, HEK293 lucGAA850; activation, % at 6 µM; AID 540364, 2011; 360,000 compounds, 0.56% hits; HEK293 lucGAA850 FXN promoter luciferase reporter, 24 h; percent of 10 µM SAHA response;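 active = activation above the average of all compounds screened plus 3 SD, cutoff fixed separately per campaign, cut at about 7.5% in these data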;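 also: 0% = DMSO wells and 100% = 10 µM SAHA wells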
ssDAF-12 act: S. stercoralis DAF-12 nuclear receptor activators, primary screen, cell-based, luminescence, HEK293, GRIP1 co-expression, lit1-tk-luc | Nuclear hormone receptor DAF-12 (Strongyloides stercoralis) | 370,000 compounds, 1% hits | activation, % at 6.8 µM | HEK293 ssDAF-12/GRIP1 lit1-tk-luc reporter; % of 3 µM dafachronic acid response;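 active = activation above the mean over all tested compounds plus 3 SD, cut at about 0.9% in these data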;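 also: 0% = DMSO-only wells and 100% = 3 µM delta7-dafachronic acid wells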
DAX1 inh-1: DAX1 (NR0B1) inhibitors, primary screen, cell-based, HEK293, Gal4-DAX1, luciferase luminescence. inhibition, % at 6.75 µM. HEK293 Gal4-DAX1 luciferase reporter. Nuclear receptor subfamily 0 group B member 1 (Homo sapiens), P51843. 340,000 compounds, 0.99% hits. AID 504766, 2011;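 active = inhibition above the mean over all tested compounds plus 3 SD, cut at about 4.2% in these data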;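 also: 0% = DAX1-transfected cells with DMSO and 100% = empty-vector control cells with DMSO; inhibition shows as a rise in luminescence from relieved DAX1 repression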
Target sequence (P51843 207-470 limits assumed): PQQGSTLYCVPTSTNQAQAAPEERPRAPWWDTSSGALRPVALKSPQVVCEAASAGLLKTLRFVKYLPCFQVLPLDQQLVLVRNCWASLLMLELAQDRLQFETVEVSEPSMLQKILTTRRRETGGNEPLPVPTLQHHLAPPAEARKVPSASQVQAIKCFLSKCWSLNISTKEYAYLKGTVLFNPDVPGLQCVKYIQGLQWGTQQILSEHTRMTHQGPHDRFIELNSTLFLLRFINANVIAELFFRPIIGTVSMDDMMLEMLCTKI
ADAM17 inh: ADAM17 inhibitors, primary screen, biochemical, QFRET | recombinant ADAM17, EDANS/DABCYL FRET peptide cleavage | inhibition, % at 6.95 µM | 370,000 compounds, 0.83% hits | AID 720648, 2013;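 active = inhibition above the mean of compounds lying between control limits plus 3 SD, set per campaign, cut at about 8.5% in these data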;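 also: 0% = DMSO-only wells as the low control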
Target sequence (P78536 215-824 limits assumed): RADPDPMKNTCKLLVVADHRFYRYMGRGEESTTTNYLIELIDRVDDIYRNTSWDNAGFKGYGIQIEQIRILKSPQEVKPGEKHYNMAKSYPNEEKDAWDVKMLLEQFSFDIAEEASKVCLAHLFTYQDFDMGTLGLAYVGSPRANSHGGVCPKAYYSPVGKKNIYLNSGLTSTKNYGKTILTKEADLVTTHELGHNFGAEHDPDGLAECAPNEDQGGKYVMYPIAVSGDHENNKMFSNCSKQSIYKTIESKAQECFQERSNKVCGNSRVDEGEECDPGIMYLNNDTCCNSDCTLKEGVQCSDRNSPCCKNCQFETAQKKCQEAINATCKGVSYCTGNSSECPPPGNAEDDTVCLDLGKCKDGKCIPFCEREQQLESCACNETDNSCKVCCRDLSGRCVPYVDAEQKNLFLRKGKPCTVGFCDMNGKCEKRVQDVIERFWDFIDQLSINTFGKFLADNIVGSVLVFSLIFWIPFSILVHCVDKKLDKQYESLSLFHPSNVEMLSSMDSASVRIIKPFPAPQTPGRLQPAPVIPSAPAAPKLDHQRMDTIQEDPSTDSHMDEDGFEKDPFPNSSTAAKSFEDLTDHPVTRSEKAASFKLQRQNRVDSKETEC
hgDAF12 agonist: H. glycines DAF-12 receptor agonists, primary screen, cell-based, luminescence, HEK293, GAL4 fusion, UAS-luciferase; Nuclear hormone receptor DAF-12 (Heterodera glycines), GAL4 fusion; HEK293 GAL4-hgDAF12 UAS-luciferase reporter, agonist luminescence; normalized to butyrate control; activation, % at 6.8 µM; 370,000 compounds, 1.8% hits;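 active = activation above a cutoff set at the mean of all screened compounds plus 3 SD, cut at about 10% in these data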;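 also: 0% = DMSO wells and 100% = sodium butyrate wells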
SMARCA2 activ: SMARCA2 (BRM) function activators, primary screen, cell-based, luminescence, high throughput | MG213 cells, MMTV-luciferase reporter, dexamethasone, overnight | activation, % at 9.1 µM | 370,000 compounds, 1% hits | AID 652017, 2013; in the data active = activation above about 7.8%;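 also: 0% = vehicle wells and 100% = reference activator wells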
DAX1 inh-2: DAX1 (NR0B1) inhibitors on StAR promoter, primary screen, cell-based, luminescence, SF-1 (NR5A1), full-length DAX-1. AID 652010, 2013. HEK293T StAR-luciferase reporter, SF-1/DAX-1 repression relief. inhibition, % at 6.8 µM. 370,000 compounds, 1.1% hits;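 active = inhibition above the mean over all tested compounds plus 3 SD, cut at about 3.6% in these data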;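 also: 0% = DAX-1 cells with DMSO and 100% = cells lacking DAX-1 with DMSO; higher inhibition means more luminescence from relief of DAX-1 repression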
hcDAF-12 act: H. contortus DAF-12 nuclear receptor activators, primary screen, cell-based, luminescence, HEK293, lit1-tk-luc reporter. HEK293 hcDAF-12 lit1-tk-luc reporter; 0% DMSO, 100% Δ7-dafachronic acid. activation, % at 6.8 µM. 370,000 compounds, 1.4% hits. AID 652067, 2013;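 active = activation above the mean of all tested compounds plus 3 SD, cut at about 5.5% in these data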;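 also: 100% = response to 3 µM Δ7-dafachronic acid high control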
PG9 Ab binder: binders of HIV-1 gp120 antibody PG9, primary screen, biochemical, TR-FRET. HIV-1 gp120 / PG9 antibody interaction. TR-FRET gp120-PG9 antibody binding. inhibition, % at 6.7 µM. 360,000 compounds, 0.43% hits. AID 624416, 2012; in the data active = inhibition above about 8.5%
ADAM10 inh: human ADAM10 inhibitors, primary screen, biochemical, QFRET, HTS; Disintegrin and metalloproteinase domain-containing protein 10 (Homo sapiens), O14672; recombinant ADAM10, EDANS/DABCYL FRET peptide cleavage, 3 h; inhibition, % at 7 µM; 370,000 compounds, 0.62% hits; AID 720582, 2013;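 active = inhibition above a per-campaign cutoff equal to the mean of compounds falling between control-based bounds plus 3 SD, cut at about 20% in these data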;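 also: 0% = DMSO wells while the 100% control is not disclosed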
Starred values were filed as active, the others as inactive; i = inactive; x = not tested or not shown.

SMILES	GC-A act	GAA850 FXN act	ssDAF-12 act	DAX1 inh-1	ADAM17 inh	hgDAF12 agonist	SMARCA2 activ	DAX1 inh-2	hcDAF-12 act	PG9 Ab binder	ADAM10 inh
COc1ccccc1NC1=C(C)C(=O)CC1	6	-2.8	-0.6	3.0	-1	2.5	-1	-0.2	0.7	0.0	-7
Cc1c(C(=O)N2CCN(c3ccccc3F)CC2)sc2ncn(CC(=O)N3CCOCC3)c(=O)c12	4	-0.2	-0.7	-0.9	-3	-1.9	0	1.0	-0.4	1.3	7
CCN(C[C@H]1N[C@@](CC)(C(=O)OC)[C@H]2C(=O)N(C)C(=O)[C@@H]12)C(=O)COc1ccccc1	-2	0.7	-1.5	-1.0	-3	1.3	-3	-0.2	0.2	-2.4	-10
CN1CCN(C(=O)c2cc(-c3cccc(Cl)c3)on2)CC1	3	3.1	-1.0	0.9	-5	1.7	-1	0.5	-0.8	2.5	3
O=[n+]1cc(-c2ccccc2)n([O-])c2c1CCCCC2	3	3.5	-1.3	1.8	6	-0.7	-1	0.3	1.3	0.2	-4
CN(C)S(=O)(=O)c1ccc(N2CCCC2)c(C(=O)NNC(=O)COc2ccccc2F)c1	1	-0.4	-1.2	0.5	-9	-2.0	3	-0.2	-0.2	0.5	-22
CCc1nnc(NS(=O)(=O)c2ccc(NC(=O)c3cccc([N+](=O)[O-])c3)cc2)s1	5	-0.6	-0.9	0.7	-3	-1.0	0	0.1	-1.5	0.7	1
O=C(CCn1cccc1)NCc1ccc2c(c1)OCO2	1	0.9	-1.1	0.2	-6	-0.4	0	-0.2	-0.4	-0.3	-7
Cc1ccc(CCNC(=O)Cc2ccc(NC3=NC4CS(=O)(=O)CC4S3)cc2)cc1 (configuration not stated)	-2	0.5	-1.1	0.6	0	1.1	5	1.2	0.0	-0.9	4
CCn1c(C)cc(/C=C2/NC(=O)N(c3ccccc3)C2=O)c1C	7	-1.9	-2.1	3.3	-9	-5.6	-4	-0.1	-1.4	-5.7	-31
O=C(CN(Cc1ccc(Cl)cc1)C(=O)CNS(=O)(=O)c1ccc(F)cc1)NCC1CCCO1 (configuration not stated)	0	2.2	-1.1	-1.5	-1	-0.2	1	-0.1	-0.5	-1.4	7
Cc1nn(-c2ccccc2)c2nc(-c3ccccc3)cc(C(=O)N3CCOCC3)c12	-3	-0.2	-2.6	-1.6	-17	0.3	-3	-1.2	-2.5	1.0	-37
O=C(Nc1ccc2ccccc2c1)[C@@H]1C[C@H]1[C@@H](NP(=O)(c1ccccc1)c1ccccc1)c1ccccc1	-19	-0.9	-0.3	0.2	7	1.5	0	0.8	1.2	-2.2	14
CCC(=O)Oc1ccc2c(C)cc(=O)oc2c1C	-1	-1.5	-0.9	0.6	-165	-0.2	2	-0.1	1.8	-0.7	-493
Cc1cccc(C(=O)OCC(=O)N(C)CC(=O)Nc2ccc(Cl)c(C(F)(F)F)c2)c1	-7	0.9	-0.7	0.7	3	0.2	-3	-0.2	-0.5	0.1	1
CCOC(=O)N/N=C/c1cn(Cc2ccccc2Cl)c2ccccc12	3	0.5	-1.5	-1.1	3	-2.9	-4	-1.2	-1.5	-1.9	16
c1ccc(C2=NNC(c3ccccn3)=NN2)nc1	-3	4.9	-0.4	0.8	0	9.0	8	1.0	2.4	-4.5	-2
Cc1oc(-c2ccccc2Cl)nc1CS(=O)CC(=O)NCc1ccccc1Cl (configuration not stated)	9	1.1	-1.3	0.6	0	-0.4	-4	0.0	-1.4	0.1	8
Cc1cc2c(c(=O)n1C)C(C(C)C)C(C#N)=C(N)O2 (configuration not stated)	-2	-1.2	-0.8	-0.6	-5	2.1	1	0.2	-1.7	-0.2	-8
CCOC(=O)c1c(C)[nH]c(C(=O)C(C)Cl)c1C (configuration not stated)	19	-0.7	-1.9	-0.3	-2	-3.7	2	-1.5	-1.9	-2.0	16
COc1cc(C(=S)N2CCCCC2)ccc1OCC(=O)Nc1ccc(F)cc1	-1	-1.9	-1.6	-1.0	2	-3.8	-1	-3.1	-1.8	-1.1	5
COc1ccc(-c2cc(C(=O)N3CCCCC3)c3ccccc3n2)cc1	5	3.8	-1.4	-1.4	i	0.4	4	1.2	-0.1	-2.1	i
Cc1cc(C(=O)N2CCOCC2)ccc1[N+](=O)[O-]	-3	2.4	-1.7	-0.1	-5	-0.4	-4	-0.1	0.0	0.1	-9
Cc1c(NC(=O)c2cccc(S(=O)(=O)N(C)c3ccccc3)c2)c(=O)n(-c2ccccc2)n1C	-1	-1.2	-1.2	0.1	-1	-1.9	1	0.0	-1.0	-3.5	-7
CC(=O)N1CCN(C(=O)COC(=O)c2ccc(S(C)(=O)=O)cc2)CC1	5	1.6	-0.5	3.9	2	0.7	-2	-0.4	-0.4	-0.1	-28

Complete entries, quoted from the list. Order of screens: GC-A act | GAA850 FXN act | ssDAF-12 act | DAX1 inh-1 | ADAM17 inh | hgDAF12 agonist | SMARCA2 activ | DAX1 inh-2 | hcDAF-12 act | PG9 Ab binder | ADAM10 inh
Entry for CCN(C[C@H]1N[C@@](CC)(C(=O)OC)[C@H]2C(=O)N(C)C(=O)[C@@H]12)C(=O)COc1ccccc1 = -2 | 0.7 | -1.5 | -1.0 | -3 | 1.3 | -3 | -0.2 | 0.2 | -2.4 | -10
Entry for O=[n+]1cc(-c2ccccc2)n([O-])c2c1CCCCC2 = 3 | 3.5 | -1.3 | 1.8 | 6 | -0.7 | -1 | 0.3 | 1.3 | 0.2 | -4

Some of these compounds in order of their number in ADAM17 inh, largest number first:
| canonical_smiles | ADAM17 inh |
| --- | --- |
| Cc1cccc(C(=O)OCC(=O)N(C)CC(=O)Nc2ccc(Cl)c(C(F)(F)F)c2)c1 | 3 |
| COc1ccccc1NC1=C(C)C(=O)CC1 | -1 |
| Cc1c(C(=O)N2CCN(c3ccccc3F)CC2)sc2ncn(CC(=O)N3CCOCC3)c(=O)c12 | -3 |
| CCn1c(C)cc(/C=C2/NC(=O)N(c3ccccc3)C2=O)c1C | -9 |
| Cc1nn(-c2ccccc2)c2nc(-c3ccccc3)cc(C(=O)N3CCOCC3)c12 | -17 |

Remaining list, next part.
SMILES	GC-A act	GAA850 FXN act	ssDAF-12 act	DAX1 inh-1	ADAM17 inh	hgDAF12 agonist	SMARCA2 activ	DAX1 inh-2	hcDAF-12 act	PG9 Ab binder	ADAM10 inh
COC(=O)CNC(=O)COc1ccccc1	-1	1.1	-1.1	-0.6	1	-0.1	-3	-0.6	-2.3	0.7	5
Cc1ccc(-c2cc(C(=O)N3CCN(C(=O)c4ccco4)CC3)[nH]n2)cc1C	-2	0.3	-0.6	-0.1	-1	-0.7	-2	0.2	1.7	0.2	0
CC(NC(=O)c1ccccc1Br)C1CC2CCC1C2 (configuration not stated)	-2	0.3	-1.3	x	-1	1.0	7	-0.4	-0.6	-1.4	12
O=C1CN(C(=O)OCc2ccccc2)c2ccccc2N1	-3	2.5	-0.6	-0.6	-3	4.5	6	0.0	0.1	-0.9	-4
Cc1cccc(N(CC(=O)NCc2ccco2)C(=O)CCC(=O)Nc2ccccn2)c1	-4	-0.7	-1.2	1.0	-3	-3.1	-3	0.1	0.2	2.4	-1
CCCCCCCCCCSc1n[nH]c(N)n1	3	2.6	-0.6	0.9	19*	2.1	3	-0.2	-1.7	-2.8	45*
Cc1cccc(CCNC(=O)CC2C(=O)NCCN2Cc2ccccc2C)n1 (configuration not stated)	0	1.2	-0.4	1.0	-9	-2.3	-3	0.2	0.7	-1.9	-20
CCN(CC)C(=O)CSc1ccccc1N	3	0.7	-0.1	-0.6	0	1.4	-5	0.5	2.9	0.7	3
COc1cc2nc(NCCCN3CCN(C)CC3)n3nc(-c4ccccc4)nc3c2cc1OC	3	-1.0	-1.2	0.2	-103	-1.0	-3	0.0	-0.8	0.5	-404
CCOc1ccc(OCC(=O)Nc2ccc(S(=O)(=O)Nc3cc(C)nc(C)n3)cc2)cc1	-2	-0.6	-1.0	0.0	-5	-0.8	-1	0.1	-0.4	0.1	-10
O=C(c1cccc([N+](=O)[O-])c1)N1CCN(Cc2ccc3c(c2)OCO3)CC1	-3	0.7	-1.4	0.1	1	-1.1	-3	0.3	0.7	-0.9	5
C/C=C/C(=O)OCc1csc(CC(=O)Nc2ccccc2C)n1	-3	0.3	-0.4	0.4	5	3.1	0	-0.8	-0.4	0.7	1
COc1ccc(/C=C(\C#N)C(=O)OCC(=O)NCc2ccco2)cc1	-1	-0.1	-0.5	1.7	-4	1.5	-1	1.9	-1.7	-1.9	-9
CCOC(=O)c1csc(NC(=O)c2ccc(C#N)cc2)n1	0	-1.2	-0.7	2.4	-2	2.5	-2	-0.8	-1.8	-0.2	0
COc1cc2ccccc2cc1C(=O)N1CCN(C(C)=O)CC1	5	1.1	-1.4	-0.1	-6	0.5	0	1.5	1.3	-1.3	-23
COc1ccc(C(=S)N2CCOCC2)cc1OS(=O)(=O)c1ccc(Br)cc1	-1	0.4	-1.5	0.8	-2	-1.6	1	1.8	0.4	0.2	2
COc1ccc(CCNc2nncc(=O)[nH]2)cc1OC	4	4.8	-1.3	0.7	1	0.1	-2	0.4	-1.7	-2.6	10
CN(Cc1ccccc1)C(=O)c1ccc(NC(=O)Cc2ccc(NC(=O)C3CCCN(C(=O)C4CCCCC4)C3)cc2)cc1 (configuration not stated)	0	1.2	-1.3	-1.2	10*	-0.5	-7	-1.9	-2.7	1.4	15
NC(=O)c1nnn(Cc2cc(Cl)c(C(=O)c3ccc(Cl)cc3)c(Cl)c2)c1N	1	x	-2.0	x	8	-3.9	-8	-5.0	-4.3	-2.4	15
Cc1csc(NC(=O)Cn2cnnn2)n1	1	-0.8	-1.0	-0.5	1	-0.7	1	0.5	0.1	-1.9	11
Cc1ccc(N2C(=O)C3C=NNC3C2=O)cc1 (configuration not stated)	2	1.8	-1.3	0.2	1	0.4	-2	-0.5	0.1	-0.6	-1
C=CC[C@@H](Cc1ccc(F)cc1)C(=O)OC[C@@H]1CCCN1C(=O)[C@@H](CC=C)CC(=O)NCCO	0	-0.1	-1.6	1.2	-1	0.5	-1	0.1	-1.0	-2.6	7
COC(=O)c1c(CCl)noc1C(=O)NC(C)C	-1	-0.3	-0.9	-0.1	-1	-0.7	0	-0.8	0.2	0.2	4
C[C@@H]1O[C@H](CCc2cccc(Cl)c2)CC2=C1C(=O)OC(C)(C)O2	2	x	-1.6	x	-5	-1.6	-4	-0.5	-1.8	0.2	-1
